aSyn tox rescue: rescues yeast growth from alpha-synuclein toxicity. S. cerevisiae alpha-synuclein toxicity rescue, BacTiter-Glo growth, 24 h. Potency, µM (top dose mostly 46.1 µM), for inactives: at the top dose growth rescue (activation), hits mostly activators. 94,000 tested, 0.02% active. AID 1347070; active means well fitted activation curve with a large enough effect; inconclusive means small, poorly fitted or top-dose-only effect; further: 0% is about no effect
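Growth restoration measured by BacTiter-Glo luminescence after 24 hr at 30 deg C; alpha-synuclein yeast, raffinose-pregrown to mid-log, were added at OD600=0.02 in galactose medium onto pinned compounds.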
An asterisk follows results filed as active; [ ] = another dose, or the depositor's remark. Potency means the concentration at half of the fitted maximal effect. These rows are one share of the data (hit frequency here may not be typical).

CN(C)c1ncc(C(=O)NCc2ccccc2Cl)cn1 was read as aSyn tox rescue 6.8%.
For Cc1cccc(NC(=O)CN2C(=O)c3cccnc3Oc3ccc(Cl)cc32)c1C the results were aSyn tox rescue inconclusive.
Screening CC(C(=O)NCC1CCCO1)N1C(=O)C2C3CC(C(Br)C3Br)C2C1=O (stereo not given) returned aSyn tox rescue -10.2%.
Cc1cccc(-c2nn3c(=O)cc(CN4CCN(C(=O)/C=C/c5ccccc5)CC4)nc3s2)c1 was read as aSyn tox rescue 4.0%.
COc1ccc(Cl)cc1C(=O)NNC(=O)CCNC(=O)c1ccccc1 was read as aSyn tox rescue 2.5%.
For O=C1CN(C(=O)COC(=O)CNS(=O)(=O)c2ccccc2)c2ccccc2N1 the results were aSyn tox rescue -1.4%.
For COc1ccc(CCNC(=O)C23CCC(C)(C(=O)O2)C3(C)C)cc1OC (stereo not given) the results were aSyn tox rescue -4.9%.
Screening COc1ccc(-c2cc(C(F)(F)F)nc(SCC(=O)NCC(C)C)n2)cc1OC returned aSyn tox rescue -43.8%[inhibitor].
`COc1cc2c(c(OC)c1OC)C(=O)CC2` gave aSyn tox rescue -2.5%.
Cc1ccc(S(=O)(=O)NCC2CCC(C(=O)NCc3ccc(F)cc3)CC2)cc1 (stereo not given) was read as aSyn tox rescue -3.0%.
Screening CC(=O)c1ccc(NC(=O)Cn2c(=O)n(Cc3ccco3)c(=O)c3sc4ccccc4c32)cc1 returned aSyn tox rescue -11.1%.
For CNS(=O)(=O)c1cc(-c2nnc(Nc3cc(C)ccc3C)c3ccccc23)ccc1C the results were aSyn tox rescue -3.4%.
`COc1cc(OC)cc(C(=O)Nc2cc(C)nn2-c2ccccc2)c1` gave aSyn tox rescue -7.1%.
For O=C(Nc1cccc(-c2nc3ccccc3[nH]2)c1)c1ccccn1 the results were aSyn tox rescue -19.3%.
`Cc1nc2ccccc2c2oc(C(=O)NCc3ccc4c(c3)OCO4)cc12` gave aSyn tox rescue -2.8%.
Screening CCN(c1cccc(C)c1)S(=O)(=O)c1cc2c3c(c1)CCC(=O)N3CCC2 returned aSyn tox rescue 5.7%.
Screening Cc1ccc(NC(=O)CCC(=O)NNC(=O)c2ccccc2Cl)c(C)c1 returned aSyn tox rescue 0.6%.
Screening Cc1noc(C)c1NC(=O)N(C)C[C@@H]1Oc2cc(Br)ccc2S(=O)(=O)N([C@@H](C)CO)C[C@H]1C returned aSyn tox rescue 11.0%.
For CN(C)c1ccc(CNC(=O)CN2CCSc3ccc(S(=O)(=O)N(C)C)cc32)cc1 the results were aSyn tox rescue -4.5%.
CC(Oc1ccccc1Cl)C(=O)Nc1ccc(S(=O)(=O)Nc2nccs2)cc1 (stereo not given) was read as aSyn tox rescue -9.9%.
`CC(C)Oc1ccc(CNC(=O)CCn2c(=O)c3cccn3c3ccc(F)cc32)cc1` gave aSyn tox rescue 3.6%.
`COc1ccc(-c2ccc(CN3C(C)C(=O)N(Cc4cn(CCC5OCCO5)nn4)CCS3(=O)=O)cc2)cc1` (stereo not given) gave aSyn tox rescue -21.0%.
`COc1cccc(NS(=O)(=O)c2cc3c(cc2C)N(C)CCO3)c1` gave aSyn tox rescue -1.1%.
For Cc1ccc(NC(=O)[C@H]2O[C@@H]3OC(C)(C)O[C@@H]3[C@H]3OC(C)(C)O[C@H]32)cc1F the results were aSyn tox rescue 0.4%.

Five structures out of the list, ordered by formula weight, descending.
CC(Oc1ccccc1Cl)C(=O)Nc1ccc(S(=O)(=O)Nc2nccs2)cc1 (stereo not given) was read as aSyn tox rescue -9.9%.
Screening CCN(c1cccc(C)c1)S(=O)(=O)c1cc2c3c(c1)CCC(=O)N3CCC2 returned aSyn tox rescue 5.7%.
For Cc1ccc(NC(=O)[C@H]2O[C@@H]3OC(C)(C)O[C@@H]3[C@H]3OC(C)(C)O[C@H]32)cc1F the results were aSyn tox rescue 0.4%.
`COc1cccc(NS(=O)(=O)c2cc3c(cc2C)N(C)CCO3)c1` gave aSyn tox rescue -1.1%.
For O=C(Nc1cccc(-c2nc3ccccc3[nH]2)c1)c1ccccn1 the results were aSyn tox rescue -19.3%.

(list continues)
For COc1ccc(/C=C/C(=O)O)cc1S(=O)(=O)N1CCCc2ccccc21 the results were aSyn tox rescue -3.3%.
`COc1ccc(-n2c(=O)c3sc4ccccc4c3n(Cc3ccccc3C)c2=O)cc1OC` gave aSyn tox rescue -1.3%.
Screening COC(=O)c1ccc(NC(=O)CCS(=O)(=O)c2ccc(Br)s2)cc1 returned aSyn tox rescue 2.9%.
Screening CCOC(=O)C1CCCN(C(=O)Cn2ncc3c([nH]c4ccccc43)c2=O)C1 (stereo not given) returned aSyn tox rescue -4.3%.
`Cc1cc(C)cc(N2CC(C(=O)Nc3cc(C)on3)CC2=O)c1` (stereo not given) gave aSyn tox rescue 2.9%.
For CC(CCc1ccccc1)NC(=O)c1ccc2nc(N3CCOCC3)sc2c1 (stereo not given) the results were aSyn tox rescue 4.2%.
Screening COc1ccc(/C=C/c2nnc(NC(=O)CSc3ccc(C)cc3)s2)cc1 returned aSyn tox rescue -7.9%.
`C[C@@H]1CN([C@@H](C)CO)C(=O)c2cc(-c3cccnc3)cnc2O[C@H]1CN(C)C(=O)c1cccc(F)c1` gave aSyn tox rescue 4.4%.
For COc1ccc(/C=N/S(=O)(=O)c2ccccc2)cc1OC the results were aSyn tox rescue -2.8%.
Screening COc1ccc(/C=C2\SC(=S)N(CCC(=O)NC3CCCC3)C2=O)cc1OC returned aSyn tox rescue -6.3%.
Screening C=CCn1c(CNC(=O)c2ccco2)nnc1SCC(=O)c1ccc(F)cc1 returned aSyn tox rescue 12.7%.
Screening CCOc1ccccc1NC(=O)COC(=O)c1cc[n+]([O-])cc1 returned aSyn tox rescue -6.4%.

In the list so far, these contain an NH in an aromatic ring.
For O=C(Nc1cccc(-c2nc3ccccc3[nH]2)c1)c1ccccn1 the results were aSyn tox rescue -19.3%.
Screening CCOC(=O)C1CCCN(C(=O)Cn2ncc3c([nH]c4ccccc43)c2=O)C1 (stereo not given) returned aSyn tox rescue -4.3%.

(continued)
For O=C(c1ccc2c(=O)n3c(nc2c1)CCCCC3)N1CCN(c2ccccc2F)CC1 the results were aSyn tox rescue -9.3%.
Cc1cccn2c(=O)nc(SCC(=O)c3ccc(Cl)cc3)nc12 was read as aSyn tox rescue -11.2%.
CC(C)(C)OC(=O)N1CCC(c2c(C(=O)NCc3ccc4c(c3)OCO4)cnn2-c2ccccc2Cl)CC1 was read as aSyn tox rescue 5.8%.
Screening O=C(CNC(=O)c1cccs1)OCC(=O)c1ccc(Br)cc1 returned aSyn tox rescue 3.7%.
O=C(/C=C/c1ccco1)N1CCN(S(=O)(=O)c2cccs2)CC1 was read as aSyn tox rescue -2.0%.
CCn1nnc2cc(C(=O)Nc3cc(C)ccc3C)ccc21 was read as aSyn tox rescue -14.5%.
`Cc1ccc(CNc2ccc(-c3nc(C(C)C)no3)cc2[N+](=O)[O-])cc1` gave aSyn tox rescue 0.1%.
For Cc1ccc(N2CCN(C(=O)c3nn(C)c4c3CS(=O)(=O)c3ccccc3-4)CC2C)cc1 (stereo not given) the results were aSyn tox rescue -3.6%.
CCOC(=O)c1c(NC(=S)NC)sc2c1CCCC2 was read as aSyn tox rescue -8.6%.
CCn1cc(C(=O)OCC(=O)Nc2ccc(C)c(Cl)c2)c(=O)c2ccc(C)nc21 was read as aSyn tox rescue -2.4%.
For CCc1ccc(NC(=O)CC2C(=O)NCCN2C(=O)c2ccc(F)cc2)cc1 (stereo not given) the results were aSyn tox rescue -12.9%.
Screening COC(=O)Cc1ccc(NC(=S)NNC(=O)C2CC2)cc1 returned aSyn tox rescue -11.4%.
Cc1ccccc1-c1nc(CS(=O)(=O)CC(=O)NCCCN2CCN(C)CC2)c(C)o1 was read as aSyn tox rescue 0.8%.
For COc1ccc(NS(=O)(=O)c2cc3c(cc2C)N(C(C)=O)CCO3)cc1OC the results were aSyn tox rescue 11.8%.
Screening O=C(NCCc1csc(-c2ccccc2)n1)c1ccc(Br)o1 returned aSyn tox rescue 5.6%.
CCN(CC)S(=O)(=O)c1ccc2c(c1)N(CC(=O)Nc1ccc(OC)cc1)C(=O)CS2 was read as aSyn tox rescue -5.1%.
For COc1cc(OC)cc(C(=O)N[C@H](C(=O)Nc2cc(C)cc(C)c2)C(C)C)c1 the results were aSyn tox rescue 21.9%.
`C/C(=N\NC(=O)c1ccco1)c1ccc(NC(=O)c2ccccc2)cc1` gave aSyn tox rescue 2.8%.
For C/C(=N\OCc1ccc(C#N)cc1)c1cc2ccccc2o1 the results were aSyn tox rescue -14.6%.
COc1ccccc1C(=O)NC(=O)COc1ccc(Cl)cc1Cl was read as aSyn tox rescue -2.9%.
COC(=O)c1ccccc1NC(=O)C1(S(=O)(=O)c2ccc(Cl)cc2)CC1 was read as aSyn tox rescue 1.3%.
`COc1ccc(CN(C(=O)c2ccccc2F)C2CCS(=O)(=O)C2)cc1` (stereo not given) gave aSyn tox rescue -6.4%.
For CN(c1ccc(C(=O)Nc2cccnc2)cc1)S(=O)(=O)c1ccccc1 the results were aSyn tox rescue -1.6%.
Screening CC(=O)N1CCc2c(sc3c2c(=O)n(CCc2ccccc2)c(=O)n3Cc2ccc(F)cc2)C1 returned aSyn tox rescue 5.3%.
Cc1sc2ncnc(N(C)C3CCCCC3)c2c1C was read as aSyn tox rescue 17.4%.
COc1cccc(N2CCN(C(=O)c3ccc4c(Cl)c5c(nc4c3)CCCC5)CC2)c1 was read as aSyn tox rescue 9.4%.
For CCOc1cc(CN2CCCC(CNC(=O)c3ccc(F)cc3)C2)ccc1OC (stereo not given) the results were aSyn tox rescue -2.6%.
`COc1ccc(NC(=O)Cn2nnc(C(=O)NCCc3ccccc3)c2N)cc1` gave aSyn tox rescue -2.2%.
Screening CCc1ccc(/C=C/C(=O)c2ccc(N3CCOCC3)cc2)cc1 returned aSyn tox rescue 10.4%.
`CCN1CCN(CC(=O)Nc2cc3c(cc2C(C)=O)OCO3)CC1` gave aSyn tox rescue 8.1%.
`O=C(Cn1c(-c2cccs2)cc2cc(Cl)ccc21)N1CCN(c2ccccc2)CC1` gave aSyn tox rescue -6.5%.
Cc1oc(-c2ccccc2)nc1CSc1nnc(C)n2c1cc1sccc12 was read as aSyn tox rescue inconclusive.
COCC(=O)NCCSc1c(C)[nH]c2ccccc12 was read as aSyn tox rescue 2.1%.
CC(C)(C)c1ccc(/C=C/C(=O)Nc2ccc(S(N)(=O)=O)cc2)cc1 was read as aSyn tox rescue -3.6%.
Cc1nn(-c2ccc(N3CCOCC3)nn2)c(C)c1CCC(=O)NCc1ccc(OC(C)C)cc1 was read as aSyn tox rescue 6.2%.
Screening O=C(NCCc1cn2ccccc2n1)c1cc(COc2c(F)cccc2F)on1 returned aSyn tox rescue 6.0%.
CCOc1ccc(NC(=O)COC(=O)c2ccc3ncsc3c2)cc1OCC was read as aSyn tox rescue -2.3%.
Screening O=S(=O)(c1ccc(Cl)cc1)N1CCN(CCc2ccncc2)CC1 returned aSyn tox rescue -1.4%.
Cc1c(C(=O)NNC(=O)c2ccncc2)oc2ccc(Br)cc12 was read as aSyn tox rescue -1.7%.
`Cc1oc2ncn(CC(C)C)c(=O)c2c1C(=O)NC(C)c1ccccc1` (stereo not given) gave aSyn tox rescue -4.7%.
For COc1ccccc1Nc1ncc2c(n1)CCN(Cc1cc(F)cc(F)c1)C2 the results were aSyn tox rescue 0.6%.
Cc1ccc(-n2c(=O)cc(N3CC(C)OC(C)C3)[nH]c2=O)cc1 (stereo not given) was read as aSyn tox rescue -3.9%.
Screening CC(NC(=O)C1=Cc2ccccc2OC1)c1ccccc1 (stereo not given) returned aSyn tox rescue -1.1%.
Screening CC(C)Oc1ccc(CNC(=O)C2CCN(C(=O)N3CCOc4ccc(Cl)cc43)CC2)cc1 returned aSyn tox rescue 17.9%.
`CCNC(=O)CSc1nnc(CN2CCCCCC2=O)n1-c1ccccn1` gave aSyn tox rescue -10.0%.
`CC(C)CC1C(=O)N(Cc2cn(Cc3ccco3)nn2)CCS(=O)(=O)N1Cc1ccc(-c2cccc(N(C)C)c2)cc1` (stereo not given) gave aSyn tox rescue -0.7%.
For O=C(O)C1CCN(C(=O)c2csc(-c3ccc4c(c3)CCO4)n2)CC1 the results were aSyn tox rescue -0.1%.
For O=c1nc(SCc2c(F)cccc2Cl)nc(-c2ccccc2)[nH]1 the results were aSyn tox rescue -8.8%.

In the list so far, these have bromine:
Screening CC(C(=O)NCC1CCCO1)N1C(=O)C2C3CC(C(Br)C3Br)C2C1=O (stereo not given) returned aSyn tox rescue -10.2%.
Screening Cc1noc(C)c1NC(=O)N(C)C[C@@H]1Oc2cc(Br)ccc2S(=O)(=O)N([C@@H](C)CO)C[C@H]1C returned aSyn tox rescue 11.0%.
Screening COC(=O)c1ccc(NC(=O)CCS(=O)(=O)c2ccc(Br)s2)cc1 returned aSyn tox rescue 2.9%.
Screening O=C(CNC(=O)c1cccs1)OCC(=O)c1ccc(Br)cc1 returned aSyn tox rescue 3.7%.
Screening O=C(NCCc1csc(-c2ccccc2)n1)c1ccc(Br)o1 returned aSyn tox rescue 5.6%.
Cc1c(C(=O)NNC(=O)c2ccncc2)oc2ccc(Br)cc12 was read as aSyn tox rescue -1.7%.

More compounds:
Screening Cc1ccc(CNC(=O)c2cc3sccc3n2Cc2ccc(F)cc2)cc1 returned aSyn tox rescue -7.5%.
CSc1nc(Nc2ccc(C)cc2)c(C#N)c(-c2ccccc2)n1 was read as aSyn tox rescue -8.8%.
`COc1ccc(S(=O)(=O)Nc2cccc(-c3ccc(N4CCC(C)CC4)nn3)c2)cc1OC` gave aSyn tox rescue -9.4%.
CCN(CC)S(=O)(=O)c1ccc(N2CCOCC2)c(NC(=O)c2cc([N+](=O)[O-])ccc2Cl)c1 was read as aSyn tox rescue -8.6%.
For O=C(Nc1ccc(F)c(Cl)c1)N1CCN2CCCCC2C1 (stereo not given) the results were aSyn tox rescue 1.3%.
For CCC(C(=O)NCCCN(CC)CC)n1ncn2c(cc3occc32)c1=O (stereo not given) the results were aSyn tox rescue -9.7%.
